# Screening results (PubChem)
# D2 antagonist: D2 dopamine receptor (human) antagonism; P14416; HEK293 TREx D2 cells, calcium flux, dopamine EC80; inhibition, % at 10 µM; 340,000 compounds, 2% hits; in the data active = inhibition above about 30%; also: 0% is about no effect
#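 Inhibition of EC80 dopamine-driven calcium flux, recorded kinetically, defines activity here; cells are a tetracycline-induced HEK293 T-REx line expressing force-coupled D2.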
# RXFP1 antagonist: RXFP1 (human) relaxin receptor antagonism | Q9HBX9 | HEK293-RXFP1, relaxin-stimulated cAMP HTRF, 30 min; hits give low values | activity change, negative = inhibition, % at 57.5 µM | 350,000 compounds, 0.59% hits | AID 1259400;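 active = activity change of -60% or lower, but not beyond a set lower limit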; also: % is scaled to controls: 0 for no effect and ±100 for the full control effect
# Target sequence (Q9HBX9 whole entry, looked up): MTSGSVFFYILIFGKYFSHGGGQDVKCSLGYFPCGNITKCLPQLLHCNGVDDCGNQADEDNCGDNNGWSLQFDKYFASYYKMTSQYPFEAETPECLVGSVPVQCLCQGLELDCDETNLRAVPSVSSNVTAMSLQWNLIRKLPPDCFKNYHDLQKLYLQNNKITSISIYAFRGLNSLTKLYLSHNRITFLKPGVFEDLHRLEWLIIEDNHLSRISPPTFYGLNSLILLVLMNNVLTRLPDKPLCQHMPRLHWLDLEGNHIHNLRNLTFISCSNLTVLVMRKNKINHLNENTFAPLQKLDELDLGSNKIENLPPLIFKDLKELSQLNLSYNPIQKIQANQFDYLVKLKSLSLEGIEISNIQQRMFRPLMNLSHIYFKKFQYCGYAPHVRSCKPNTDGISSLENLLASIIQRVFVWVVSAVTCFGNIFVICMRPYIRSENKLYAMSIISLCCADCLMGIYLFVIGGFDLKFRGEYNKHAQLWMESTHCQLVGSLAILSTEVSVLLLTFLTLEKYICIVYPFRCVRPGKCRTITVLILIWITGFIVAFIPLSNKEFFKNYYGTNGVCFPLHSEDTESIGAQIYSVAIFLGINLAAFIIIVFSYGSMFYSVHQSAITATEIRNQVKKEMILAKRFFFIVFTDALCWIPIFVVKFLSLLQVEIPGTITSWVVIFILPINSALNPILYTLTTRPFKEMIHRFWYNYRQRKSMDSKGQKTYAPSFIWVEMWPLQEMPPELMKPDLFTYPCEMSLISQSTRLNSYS
# D2 PAM: D2 dopamine receptor (human) potentiation; P14416; HEK293 T-REx D2, calcium flux, EC20 dopamine potentiation; potentiation, % at 10 µM; 340,000 compounds, 0.34% hits; AID 485347;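 active = potentiation over 3 SD above the plate norm, cut at about 30% in these data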; also: 0% is about no effect
#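 Potentiation of an EC20 dopamine calcium response measured kinetically over 180 s, after a preceding 180 s compound-only read flagging agonists. Cells: inducible Hek293 Trex D2 line, 4000/well, cultured overnight at 30 C before dye loading.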
# TRHR PAM: allosteric enhancers of human TRH receptor. P34981. TRHR cells, fluo-8 calcium fluorescence, EC20 TRH enhancement. enhancement, % at 2 µM. 360,000 compounds, 0.66% hits. AID 493056; in the data active = enhancement above about 30%; also: 0% is about no effect
#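 Enhancer read-out: after compound pinning and an initial kinetic agonist-mode read, an EC20 of TRH (10 nM final) was injected and fluo-8 calcium signal (Ex 480/Em 530) followed at 1 s/cycle for 100 cycles in TRHR-expressing cells.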
# D1 agonist: activates the human D1 dopamine receptor | activation, % at 2 µM | HEK293 T-REx D1 cells, calcium flux, agonist mode | 360,000 compounds, 1% hits | P21728; also: 0% is about no effect
#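 Agonism was scored from calcium flux recorded over 180 s (1 read/s) after pintool compound addition, following a 10-cycle baseline. Cells were inducible force-coupled HEK293 TREx D1, plated overnight at 30 C and loaded with no-wash calcium dye.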
# D1 PAM: human D1 dopamine receptor positive modulation | P21728 | HEK293 TREx D1 cells, calcium flux, dopamine EC20 potentiation | potentiation, % at 10 µM | 360,000 compounds, 0.036% hits; in the data active = potentiation above about 30%; also: 0% is about no effect
# D1 antag: blocks dopamine activation of the human D1 receptor; P21728; HEK293 TREx D1 cells, calcium flux, dopamine EC80; hits give low values; activity change, negative = inhibition, % at 10 µM; 360,000 compounds, 3.2% hits; in the data active = activity change below about -30%; also: % is scaled to controls: 0 for no effect and ±100 for the full control effect
#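 HEK293 T-REx cells expressing inducible, force-coupled D1 receptor; no-wash Ca dye, 30–90 min RT. Cmpd → 180 s read at 1 Hz → EC80 DA → 180 s read.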
# D2 agonist: D2 dopamine receptor (human) agonism; P14416; HEK293 T-REx D2 cells, calcium flux agonist mode; activation, % at 2 µM; 340,000 compounds, 0.53% hits; AID 485358;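 active = activation over 3 SD above normal in the single-dose calcium agonist read, cut at about 30% in these data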; also: 0% is about no effect
#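 HEK293 Trex D2 cells, tetracycline-induced, o/n 30 C 5% CO2; no-wash Ca dye, RT 30–90 min; 10-cycle baseline, 23 nl cpd added, kinetic Ca read 180 s; agonist hits = positive Ca response.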
# TRHR agonist: TRH receptor (human) agonism. P34981. TRHR cells, calcium flux fluo-8, FDSS agonist mode. activation, % at 2 µM. 360,000 compounds, 0.18% hits. AID 493084; also: 0% is about no effect
#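 In this calcium-flux screen, cells bearing human TRHR are dye-loaded with fluo-8, baselined for 10 cycles, then exposed to library compounds; positive kinetic calcium responses during the agonist phase mark hits, with TRH as control.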
# The depositor's hits bear a star; · = no result given. Rule as the data show it, unless noted: active = activation above about 30%; inactive = the rest.
SMILES,D2 antagonist,RXFP1 antagonist,D2 PAM,TRHR PAM,D1 agonist,D1 PAM,D1 antag,D2 agonist,TRHR agonist
COCc1cc(C)nc(Sc2nc3c(c(=O)n(C)c(=O)n3C)n2C)c1C#N,2,5,-9,-1,14,-4,-27,-1.1,-0.5
C=CCSc1nccc(=O)[nH]1,2,2,11,14,0,1,-3,-0.6,-0.2
COC(=O)[C@H](CCSC)NC(=O)Cn1ccc(NC(=O)OCc2ccccc2)nc1=O,-15,·,-4,-1,1,-2,20,0.2,0.3
c1ccc(Sc2cccc3ccccc23)c(CNC2=NCCN2)c1,13,-18,-8,-1,2,-3,4,-0.2,0.3
COc1ccc(-c2cc(C(=O)NNC(=S)NC(=O)c3c(-c4ccccc4)noc3C)[nH]n2)cc1,8,-19,-6,4,2,-5,·,2.0,0.3
CCC(C)C(=O)Nc1nnc(-c2cccs2)s1 (configuration not stated),8,-6,-7,-4,2,-1,-13,0.3,0.4
CCC(CC)c1nnc(NC(=O)CCCN2C(=O)c3ccccc3C2=O)s1,-22,9,12,3,-2,-3,12,-0.6,0.2
Cc1ccc(CN2CCCOCCS2(=O)=O)cc1,-5,·,-2,10,0,-2,-8,0.3,0.0
Cc1ccc(COc2cccc3cc(-c4noc(-c5ccc(C)cc5)n4)c(=O)oc23)cc1,·,·,2,-2,-1,2,1,0.9,1.9
CC1(C)Cc2c(c(-c3ccco3)nc3n[nH]c(N)c23)CO1,-1,-29,-4,9,4,-4,6,-0.1,-0.8
O=C(Nn1cnnc1)C(Sc1ccccc1)c1ccccc1 (configuration not stated),-8,-5,8,6,2,0,-19,-0.2,-0.5
COc1ccc(F)c(-c2nc(CN3CCC(c4ccccc4)CC3)c(C)o2)c1,94*,-10,-28,-4,0,2,11,-1.8,0.2
COc1ccc(Cn2nnnc2C(c2ccc3ncccc3c2)N2CCN(C3CCCCC3)CC2)cc1 (configuration not stated),-2,-1,-4,11,3,3,-16,1.4,3.2
CCCNS(=O)(=O)c1cc2c3c(c1)C(C)C(=O)N3CCC2 (configuration not stated),5,-5,8,8,3,2,-26,0.9,0.1
Cc1ccccc1Cn1c2ccccc2c2cnn(CC(=O)NCCCN3CCOCC3)c(=O)c21,2,-17,8,-1,0,0,3,0.4,-0.1

# Of the compounds above, three have an aryl methoxy group:
SMILES,D2 antagonist,RXFP1 antagonist,D2 PAM,TRHR PAM,D1 agonist,D1 PAM,D1 antag,D2 agonist,TRHR agonist
COc1ccc(-c2cc(C(=O)NNC(=S)NC(=O)c3c(-c4ccccc4)noc3C)[nH]n2)cc1,8,-19,-6,4,2,-5,·,2.0,0.3
COc1ccc(F)c(-c2nc(CN3CCC(c4ccccc4)CC3)c(C)o2)c1,94*,-10,-28,-4,0,2,11,-1.8,0.2
COc1ccc(Cn2nnnc2C(c2ccc3ncccc3c2)N2CCN(C3CCCCC3)CC2)cc1 (configuration not stated),-2,-1,-4,11,3,3,-16,1.4,3.2

# Additional structures
SMILES,D2 antagonist,RXFP1 antagonist,D2 PAM,TRHR PAM,D1 agonist,D1 PAM,D1 antag,D2 agonist,TRHR agonist
O=C1OC[C@H](Cc2ccc3c(c2)OCO3)/C1=C\c1ccc2c(c1)OCO2,-8,0,-2,9,20,0,-33*,-0.4,-0.1
Cc1c(C(=O)NCc2ccccc2Cl)oc2c1C(=O)CCC2,·,·,·,-5,0,-4,-8,·,-0.5
COCCn1nnnc1C(C(C)C)N1CCOCC1 (configuration not stated),·,-5,·,-9,1,4,-4,·,-0.2
O=C(CSc1nc2cc(Cl)ccc2s1)Nc1cccc(S(=O)(=O)N2CCOCC2)c1,·,2,·,3,4,-4,-16,·,-0.3
CCNc1nc(NC(C)C)nc(Oc2ccc(=O)n(C)n2)n1,0,7,7,-1,1,-3,7,0.0,0.1
CCn1cc(CN2CCC(C(=O)Nc3ccc(Oc4cccnc4)cc3)CC2)cn1,31*,2,-6,-5,5,3,1,-2.6,0.8
CCCC(C(=O)NCCC(C)C)N(Cc1ccc(F)cc1)C(=O)c1snc(C(N)=O)c1N (configuration not stated),-26,8,5,-8,2,-1,-1,-1.0,-0.9
CCCC(=O)NC(=S)c1c(C)n(C)n(-c2ccccc2)c1=O,10,-1,1,0,4,3,1,-0.1,0.0
Cc1ccc(SCCNC(=O)C(C)C)cc1,3,-12,1,1,0,-6,-6,-0.1,-0.4
CC1CC(C)CN(CCCNC(=O)Cn2cccc2C(=O)c2ccccc2)C1 (configuration not stated),-16,-13,10,4,8,-5,-2,-0.2,-0.5
Cc1c(C(=O)OCC(=O)N(C)c2ccccc2)oc2ccccc12,-8,-17,16,6,2,3,11,-0.1,0.1
Cc1cccc(NC(=S)Nc2ccc(Oc3ccccc3)cc2)n1,-11,-12,-13,-16,7,-4,-6,0.1,0.9
O=C(O)c1cccc(OCCN2CCCC2=O)c1,-4,-6,7,-1,6,-3,-32*,0.9,0.4
COc1ccc(CNC(=O)c2cccc(NC(=O)N3CCSc4ncccc43)c2)cc1,·,-13,14,0,1,-2,-17,0.4,0.4
O=C(CN1c2ccccc2Sc2ccccc21)N/N=C/c1ccc(Cl)cc1Cl,-3,4,-5,0,2,-9,5,-0.4,-0.5
COC(=O)C(=C/C=C/N1CCOCC1)C(=O)OC,-1,·,2,-2,0,0,-5,1.0,-0.1
Cc1cc(C)c2c(N)c(C(=O)c3ccccc3)oc2n1,-3,-23,5,9,0,1,-8,-1.3,-0.4
COC(c1ccccc1)c1nnc(CCC(=O)NC2C3CC4CC(C3)CC2C4)o1 (configuration not stated),9,-8,0,-1,1,3,-1,-0.7,0.0
O=C(Nc1cc(F)ccc1F)N1CCC(CN2CCCC2)CC1,·,-5,-3,8,-2,2,4,0.9,0.0
O=C(C[n+]1ccc(/C=C/c2ccccc2)cc1)c1ccc2c(c1)OCCO2,-2,-10,-8,-3,6,2,-2,0.3,1.2
COCn1c(COc2ccc3ccccc3c2)nc2ccccc21,-3,-12,7,-3,3,-4,-16,-0.2,-0.3
O=c1[nH]cnc2c1sc1nc(C(F)F)cc(-c3ccccc3)c12,2,3,-10,1,1,-4,3,0.2,0.1
CCOc1ccc(N2C(=O)c3ccccc3C2O)cc1 (configuration not stated),-1,0,-14,3,-1,·,4,-0.5,0.0
CC1(c2ccc(OC(F)F)cc2)NC(=O)N(CC(=O)NC2CCCC2)C1=O (configuration not stated),7,-1,-5,8,6,3,14,1.3,2.1
CCN1CCc2c(C#N)c(N3CCOCC3)nc(N3CCOCC3)c2C1,23,-1,1,0,0,4,-3,0.3,-0.2
COc1ccc(C(=O)CSc2ccc(-c3ccccc3)nn2)cc1,-4,-2,-2,4,7,-4,-2,-2.0,1.2
COc1ccc(C2=NCCn3cccc32)c(OC)c1,17,-12,-8,4,3,-2,-16,-1.9,0.2
O=C(CCCC(=O)N(CC(=O)NC1CCCCC1)CC1CCCO1)Nc1ccccn1 (configuration not stated),5,8,-12,-2,-1,-11,-6,-0.4,0.0
CCc1cccc(C)c1NC(=O)C1CC=CCC1C(=O)O (configuration not stated),-1,15,-8,0,3,-3,6,0.5,0.4
CCc1nc(CN2CCCC(C(=O)c3ccc4c5c(cccc35)CC4)C2)c(C)[nH]1 (configuration not stated),-45,19,0,6,7,-8,-26,-1.2,-0.5
O=C1CN(C(=O)c2ccccc2F)c2ccccc2N1,-11,-5,17,0,13,4,1,0.0,0.0
Cn1c(=O)c2c(nc(Oc3ccccc3Cl)n2C)n(C)c1=O,-19,1,6,-1,2,-8,-7,-0.8,-0.1
Cn1c(=O)c2c(nc(SCCN3CCOCC3)n2Cc2ccc(F)cc2)n(C)c1=O,4,7,-11,-2,0,-1,0,0.4,-0.3
CCN1CCN(Cc2c(C)[nH]c3ccc(OC)cc3c2=O)CC1,-8,1,7,2,3,-6,-3,-0.1,0.4
Cc1c(Cl)cccc1NC(=O)CC(c1ccc(F)cc1)N1Cc2ccccc2C1=O (configuration not stated),·,-1,1,4,22,-2,2,·,-0.6
O=C(CCc1ccc(S(=O)(=O)NC2CCCCC2)cc1)NCc1ccc(Cl)cc1,-4,-1,6,0,1,-8,-11,0.2,-0.3
O=C(NCCSCc1ccccc1Cl)C1CCN(S(=O)(=O)Cc2ccccc2)CC1,·,-7,2,1,-1,-1,7,2.0,0.5
O=C(Cc1c(Cl)cccc1Cl)Nc1ccncc1Cl,-4,-3,-1,-2,2,-7,1,-0.1,1.8
S=C(Nc1cccnc1)N1CCN(c2ccccc2Cl)CC1,11,-8,-21,-15,2,-3,-4,-0.1,-0.4
CCOC(=O)c1c(NS(=O)(=O)Cc2ccccc2)sc2c1CCCC2,0,0,-4,-3,4,-4,3,-1.0,0.3
O=C(c1ccccn1)c1ncc(C(F)(F)F)cc1Cl,9,6,7,1,1,-1,0,0.4,0.6
CCOc1ccc(N(C)C(=O)CCc2nnc3ccc(N4CCC5(CC4)OCCO5)nn23)cc1,11,40,2,-12,1,4,12,0.6,-0.4
CN(C(=O)CC1C(=O)NCCN1Cc1ccc(F)cc1Cl)C1CCCCC1 (configuration not stated),4,-5,-2,0,3,-7,-7,-0.6,0.9
Cc1ccc(CSCC(=O)Nc2ccccc2)cc1,-3,-15,-17,-2,9,0,-5,-0.9,0.0
O=c1[nH]c(/C(Cl)=C/c2cccc(C(F)(F)F)c2)nc2cc(Cl)ccc12,11,-9,3,-3,4,-4,-3,1.9,0.3
COCCn1c(SCC(=O)c2ccc3c(c2)OCCO3)nnc1C(C)C,-15,2,5,-8,3,-4,-3,0.5,0.7
CCCCCn1c(-c2ccc(OC)c(OC)c2)nc2ccccc21,·,-3,11,5,57*,-3,-47*,-1.2,-1.5
O=C(Nc1ccc(Cl)cc1F)c1cccc2ccccc12,-8,0,2,-2,-3,-9,-3,-1.8,-0.5
CC(=O)Nc1ccc(N/C=C(\C=O)c2nc3ccccc3o2)cc1,-14,4,4,4,1,-3,3,-0.5,1.1
CCOC(=O)C(C(=O)N1CCOCC1)C1CCCCC1 (configuration not stated),·,-11,·,9,-2,-2,11,·,-0.2
O=C(C1CC(c2ccccc2O)=NO1)N1CCCC1 (configuration not stated),2,-12,-3,-6,4,3,-12,-0.4,0.3

# Five compounds picked at random from the list so far:
SMILES,D2 antagonist,RXFP1 antagonist,D2 PAM,TRHR PAM,D1 agonist,D1 PAM,D1 antag,D2 agonist,TRHR agonist
O=c1[nH]cnc2c1sc1nc(C(F)F)cc(-c3ccccc3)c12,2,3,-10,1,1,-4,3,0.2,0.1
O=C(CCc1ccc(S(=O)(=O)NC2CCCCC2)cc1)NCc1ccc(Cl)cc1,-4,-1,6,0,1,-8,-11,0.2,-0.3
O=C(CCCC(=O)N(CC(=O)NC1CCCCC1)CC1CCCO1)Nc1ccccn1 (configuration not stated),5,8,-12,-2,-1,-11,-6,-0.4,0.0
COc1ccc(-c2cc(C(=O)NNC(=S)NC(=O)c3c(-c4ccccc4)noc3C)[nH]n2)cc1,8,-19,-6,4,2,-5,·,2.0,0.3
O=C1OC[C@H](Cc2ccc3c(c2)OCO3)/C1=C\c1ccc2c(c1)OCO2,-8,0,-2,9,20,0,-33*,-0.4,-0.1
